IDE act: activators of human insulin-degrading enzyme in cells. P14735. HEK cells, FAbeta-B cleavage, fluorescence polarization; 0% vehicle, 100% cell-free pure enzyme wells. activation, % at 5.96 µM. 340,000 tested, 0.073% active;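 active = activation above the mean of all tested compounds plus 3 SD, set per screening campaign, cut at about 17% in these data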
SUMO HTRF inh: SUMOylation inhibition | 290,000 tested, 0.36% active | inhibition, % at 35 µM | P63279 | HTRF SUMOylation assay, SAE1/SAE2 + UBC9, in vitro; in the data active = inhibition above about 50%, passing the limit was not always enough; note: strong numbers were not always called active
IMP-1 inhibitor: inhibitors of Pseudomonas aeruginosa IMP-1 metallo-beta-lactamase | purified IMP-1, nitrocefin hydrolysis, epi-absorbance fluorescence | inhibition, % at 5.6 µM | 290,000 tested, 0.45% active;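 active = inhibition above the mean plus 3 SD of all compounds in the same screening run, cut at about 4.5% in these data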;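 note: 0% = IMP-1 with DMSO and 100% = DMSO wells lacking enzyme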
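System: Purified IMP-1 | Read-out basis: Percent enzyme inhibition | Controls: IMP-1 with DMSO as 0%, enzyme-free DMSO as 100% | Replicates: One well per compound | Doses: 5.6 µM nominal single concentration | Detection: Epi-absorbance fluorescence, 480 nm excitation, 530 nm emission | Incubation: 25 °C, 15 min preincubation, 25 min reaction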
HCV NS3 hel inh: inhibitors of Hepatitis C virus NS3 helicase. inhibition, % at 10.9 µM. 290,000 tested, 0.56% active. AID 1800. NS3 helicase DNA unwinding, Cy5 molecular beacon fluorescence;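 active = inhibition above the mean of all tested compounds plus 3 SD, set per campaign, cut at about 35% in these data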;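 note: 0% = DMSO wells and 100% = thioflavine S control wells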
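System: HCV NS3 helicase fragment; control set: DMSO and thioflavine S; technique: Cy5 fluorescence at 0 and 60 min, beacon hairpin quenching; reagent: beacon DNA duplex substrate plus ATP; replicates: singlicate; schedule: 1 h reaction at 25 °C, ATP-initiated; medium: MOPS buffer pH 6.5 with MgCl2, DTT, Tween20, BSA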
CRFR2-BP antag: CRF-BP/CRF-R2 complex antagonism | HEK293 CRF-R2/CRF-BP, CRF-induced calcium fluorescence | inhibition, % at 11.8 µM | 350,000 tested, 0.59% active | AID 588475;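 active = inhibition of the ligand-induced calcium signal above about 50% at the single tested concentration, limit read from the data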
IDE inh: cellular human IDE inhibition; P14735; HEK cells, FAbetaB cleavage, fluorescence polarization; inhibition, % at 5.59 µM; 320,000 tested, 0.41% active; AID 434962;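 active = percent inhibition above the average of all tested compounds plus 3 SD, set per screening campaign, cut at about 16% in these data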;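 note: IDE supplied by intact live HEK cells; FP after avidin binding of uncleaved biotin substrate so inhibition keeps polarization high; 0% = DMSO wells and 100% = 60 µM reference IDE inhibitor Ii1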
pCIP destab: lowers stability of the mouse p/CIP coactivator protein; AID 1984; 290,000 tested, 0.01% active; decrease of EGFP signal, % at 10 µM; F442A p/CIP-EGFP cells, EGFP fluorescence, 16 h; Q05BA5;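 active = EGFP signal decrease of at least 30% at 10 µM or well 3 SD below plate mean, unless failing retest; inactive = the rest, including hits failing retest or dose response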; note: some compounds called inactive have numbers as strong as hits; many of its hits are not listed in these tables
GalR3 antag: human GalR3 antagonism. O60755. 360,000 tested, 0.44% active. HEK293 GalR3-CNG cAMP membrane potential fluorescence; galR3 body fused to GalR1 C-terminus. inhibition, % at 3 µM. AID 651719;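 active = inhibition above the screen-wide average plus 3 SD, cut at about 13% in these data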;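 note: forskolin and galanin both at EC90 stimulate the cells; cAMP rise reported by CNG channel membrane potential dye signal; 0% = forskolin plus galanin with DMSO and 100% = forskolin alone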
VIM-2 inhibitor: inhibitors of Pseudomonas aeruginosa VIM-2 metallo-beta-lactamase; 290,000 tested, 0.89% active; purified VIM-2, nitrocefin hydrolysis, epi-absorbance fluorescence; inhibition, % at 5.6 µM; AID 1527;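 active = inhibition above the mean of all tested compounds plus 3 SD, cutoff set per screening run, cut at about 7.5% in these data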;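 note: red hydrolysis product quenches plate fluorescence so inhibitors raise well fluorescence; 0% = enzyme with DMSO and 100% = DMSO without enzyme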
Active calls of the source: *; x = not tested or not shown.

IDE act	SUMO HTRF inh	IMP-1 inhibitor	compound	HCV NS3 hel inh	CRFR2-BP antag	IDE inh	pCIP destab	GalR3 antag	VIM-2 inhibitor
6	3	2.6	CCOC(=O)CN1CC23C=CC(O2)C(C(=O)O)C3C1=O (centres undefined)	2	18	3	-10	-1	-5.7
5	3	-0.6	CC(=O)c1ccc(NC(=S)NCC(c2ccco2)N2CCCC2)cc1 (centres undefined)	3	6	-4	0	-9	-0.5
0	-5	-1.5	Cc1ccc(NC(=O)c2sc(C)nc2C)c(C)c1	-4	-9	9	-5	-8	-2.2
5	-4	-1.1	Cc1c(O)nc(SC2CC(=O)N(c3ccccc3)C2=O)[nH]c1=O (centres undefined)	7	-2	3	-3	-1	4.5
2	5	-2.3	CCCCN(CCCC)CCNC(=O)c1cn(CC)c2ccc(S(=O)(=O)N(C)C3CCCCC3)cc2c1=O	-69	-17	0	2	2	-0.5
0	5	-2.7	CSc1ccc(CN2CCSCC2)cc1	-3	-10	x	0	-9	-2.1
3	8	-0.1	CCN(Cc1ccccc1)C(=O)c1cc2c(OC)c(OC)c(OC)cc2[nH]1	-11	28	-4	1	-5	-1.1
3	-2	-1.9	CCOc1ccccc1NC(=O)CSc1nnc(-c2cnccn2)n1C	-6	-7	2	-13	-1	-0.9
7	-14	3.8	O=C(NCCCN1CCOCC1)c1cccc(S(=O)(=O)Nc2ccccc2Cl)c1	-13	-14	1	12	0	2.2
x	-20	-4.1	CCCc1cc(NCc2ccccn2)n2nc(C)c(-c3ccccc3)c2n1	-7	8	0	-6	-3	-3.6
1	1	-1.3	O=C1CSC(=Nc2ccccc2)N1	3	-14	1	-4	-3	0.3
7	-7	-4.1	Cc1ccccc1OCC(=O)NCC1CCCO1 (centres undefined)	-1	-5	1	1	-4	-2.9
8	-12	-0.2	COc1ccc(CCNC(=O)c2cc3c(=O)n4ccccc4nc3n(CC3CCCO3)c2=N)cc1OC (centres undefined)	-1	-3	12	-1	-2	4.2
3	6	-5.5	Cc1ccc(Nc2ncnc3sc(C)c(C)c23)cc1C	-12	-16	3	-2	2	-2.2
4	x	-2.0	COc1cccc(CNC(=O)CCNC(=O)c2ccc(Br)o2)c1	4	3	-1	-7	-7	-1.3
4	10	-3.7	COc1ccc(-c2cc(C(=O)N3CCN(C(c4ccccc4)c4ccccc4)CC3)no2)cc1	4	-16	-3	-1	x	-1.8
8	-4	-2.0	CCCCOc1ccc(/C=C/C(=O)OCC(=O)N2CC(=O)Nc3ccccc32)cc1OCC	-6	-17	0	-23	-7	0.9
-4	-5	-1.3	C[n+]1cccc(C(=O)N/N=C/c2ccc3c(c2)OCO3)c1	-1	8	3	-8	-5	-0.4
2	8	-1.7	CN1CCN(C(=O)c2cccn(Cc3cccc(Cl)c3)c2=O)CC1	5	4	4	-6	-5	-1.6
2	4	-2.0	CCOC(=O)Cc1csc(NC(=O)CCSc2ccccc2)n1	16	-4	6	-10	-4	-2.6
7	14	-2.5	Cc1c(C(N)=O)sc2ncn(CC(=O)NCCc3ccccc3)c(=O)c12	-5	0	-7	8	4	-2.2
1	x	x	Cc1cccc(C(=O)NCC(=O)OC(C)C(=O)Nc2ccc(Cl)cn2)c1 (centres undefined)	x	-5	16*	x	-1	x
4	16	-0.6	CCOc1ccc(NC(=O)COc2ccc3c(c2)OCO3)cc1	3	9	1	-14	-3	-1.6
2	-8	-3.6	Cc1ccc(O)c(/C=N/NC(=O)c2[nH]ncc2Br)c1	-1	47	-3	2	-6	-5.9
-1	x	x	CSc1ccccc1NC(=O)c1cnc2sc(C)cn2c1=O	x	1	3	x	-1	x
-7	15	-0.7	Cc1cc(C(=O)N/N=C/c2ccc([N+](=O)[O-])s2)c2ccccc2n1	8	-3	-1	-8	-10	-0.5
-5	-6	-2.2	O=C1NC(=S)N/C1=C/c1cc([N+](=O)[O-])ccc1O	9	-7	-4	-16	0	-0.1
-5	8	-1.1	O=C(Cc1ccccc1)N1CCNCC1	-3	0	2	-2	-5	-3.3
-6	-9	-2.4	COc1cccc(/C=N/NC(=O)c2ccccc2)c1OS(=O)(=O)c1ccccc1	-4	-1	-1	2	-5	0.7
-5	14	-3.8	O=C(O)c1ccc(NS(=O)(=O)c2cccc(C(=O)Nc3ccc([N+](=O)[O-])cc3)c2)cc1	10	11	-1	0	-7	-3.0
-1	4	-6.3	COc1cccc(C(C(=O)NC(C)(C)C)N(Cc2ccc(F)cc2)C(=O)CCC(=O)Nc2cc(C)on2)c1OC (centres undefined)	10	-2	3	-7	0	-3.1
5	19	0.1	C(=N\n1cnnc1)/C1CCCCC1	2	18	0	-11	-3	-1.5
-1	x	x	O=C(C[C@@H]1C/C=C\CCC(=O)O[C@H](c2ccccc2)CNC1=O)N[C@H](CO)Cc1ccccc1	x	8	-4	x	0	x
4	-1	-3.7	Cc1ccsc1CNC1C2CC3CC(C2)CC1C3 (centres undefined)	-4	-4	-5	3	-2	-0.5
3	10	-2.4	O=C(CCCN1C(=O)/C(=C/c2ccccc2Cl)SC1=S)NNC(=O)c1ccncc1	-7	-34	4	0	-5	-3.0
0	x	x	CCCCN(C(=O)CSc1nnc(-c2ccc(Cl)cc2)o1)c1c(N)n(CC(C)C)c(=O)[nH]c1=O	x	20	-4	x	2	x
1	6	-1.8	C/C(=N\NC(=O)c1ccc(CSc2nncn2C)cc1)c1ccc(C#N)cc1	5	0	2	-2	4	-2.9
3	4	-0.7	COc1ccccc1C1C(C(=O)c2ccc(C)o2)=C(O)C(=O)N1c1cc(C)on1 (centres undefined)	15	0	-3	3	-7	-3.3
-9	7	-3.0	COc1ccc(CC(=O)NCC(=O)N/N=C/c2cc(Br)ccc2OC)cc1	-40	-15	10	-2	2	-4.6
-3	0	29*	Cc1ccnc(NC(=O)c2ccco2)n1	-5	-4	8	-1	5	-1.2
-6	-5	-3.9	Cc1nc2ccc(S(=O)(=O)NCC(=O)N3CCC(N4CCCCC4)CC3)cc2s1	13	-5	5	2	3	-3.3
6	14	-3.0	COc1ccc(NC(=O)N2CCN(S(C)(=O)=O)CC2)cc1	2	0	-1	-5	-4	-2.7
8	4	-5.0	CCOC(=O)C1=C(CS(=O)(=O)c2ccc(F)cc2)NC(=O)NC1c1ccc(O)c(O)c1 (centres undefined)	2	5	5	4	-3	-2.9
-2	x	x	O=C(COC(=O)/C=C/c1ccc(OC(F)F)cc1)NC1CCCCC1	x	25	8	x	-1	x
2	1	-0.1	COC(=O)c1cc(=O)n(Cc2cccs2)c(=Nc2ccc(F)cc2)s1	0	10	-1	-5	x	-0.9
-4	12	-1.3	CCCC(C)NC(=O)C1CC(=O)N(CCc2ccc(F)cc2)C1 (centres undefined)	4	-11	-7	-14	0	-0.7
3	9	-3.3	Cc1nnc(SCC(=O)Nc2nc(C(C)(C)C)cs2)s1	0	11	0	-3	0	-0.9
-2	15	-2.4	CC/C(=N\NC(=O)c1csc(C)c1C)c1cccs1	8	4	0	3	-2	-6.9
2	-8	3.0	COCCn1c(Cc2ccccc2)nnc1SCC(=O)NC1CCCCC1	26	10	-3	3	-4	1.7
3	17	-0.7	COCCCN=C(c1ccco1)n1c(=S)nc(-c2ccco2)n(CCCOC)c1=S	16	-4	-4	-16	-1	-0.6
1	2	-1.8	Cc1ccc(/C(N)=N/OC(=O)c2ccc3c(c2)OCO3)cc1	4	25	0	-2	-1	-1.0
7	x	x	O=C(O)C(F)=C(c1ccccc1)c1ccccc1	x	30	3	x	-1	x
5	-35	x	CC(C)C[C@H](NC(=O)c1[nH]cnc1C(=O)Nc1ccc(CNC(=O)OC(C)(C)C)cc1)C(=O)OCc1ccccc1	x	-2	-1	-7	-5	x
-7	9	0.3	CC(C)Cc1nc2n[nH]c(N)c2c2c1CCCC2	-3	3	0	-13	-4	-2.7
1	10	-2.2	NS(=O)(=O)c1ccc(CNC(=O)c2cc(=O)c3cc(Cl)ccc3o2)cc1	14	1	-2	-5	-7	1.9
-3	6	-2.1	COc1ccc(CNC(=O)c2cnn3c(C(F)F)cc(C)nc23)cc1	-5	2	1	-14	3	0.9
-5	5	0.1	Cc1ccc(-c2ccc(CCC(=O)O)n2-c2ccc(O)cc2)cc1	16	9	9	-8	-4	-2.0
1	31	-4.2	O=C(CCCO)N/N=C/c1ccccc1[N+](=O)[O-]	8	11	0	-11	-4	-0.4
1	95	-2.7	Cc1cc(Br)ccc1-n1[nH]c(C)c(C=Nc2cccc3nsnc23)c1=O	7	-20	-2	0	-2	-0.9
-2	1	-0.2	CC(=O)N1CCN(S(=O)(=O)c2ccc(S(=O)(=O)N3CCCC(C)C3)cc2)CC1 (centres undefined)	0	7	-1	-15	-8	0.4

Screens deposited in PubChem by several laboratories.
